PfHsp40 yeast – rescue of yeast from PfHsp40 toxicity, primary screen, S. cerevisiae, ATP luminescence | actives 0.68% (n = 340,000) | S. cerevisiae expressing PfHsp40, growth rescue | growth rescue, % at 12.5 µM; in the data active = growth rescue above about 28%, passing the limit was not always enough; inconclusive = no clear call, values can overlap the other calls;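 note: yeast W303a lacking pdr1 and pdr3 grown in galactose medium; growth measured after three days at 30 °C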
BoNT-F LC inh – BoNT/F light chain protease inhibitors, primary screen, biochemical, flow cytometry, MLPCN library | Botulinum neurotoxin type F light chain protease (Clostridium botulinum) | Multiplex microsphere protease cleavage assay | inhibition, % at 10 µM | actives 0.22% (n = 360,000); in the data active = inhibition above about 35%, passing the limit was not always enough; inconclusive = no clear call, values can overlap the other calls; note: plate controls were buffer without enzyme for full effect and enzyme alone for no effect
TcdB inh – TcdB glycohydrolase inhibitors, primary screen, biochemical, single point, plate reader | Toxin B (Clostridioides difficile), P18177 | TcdB glycohydrolase enzymatic assay | inhibition, % at 9.99 µM | actives 0.24% (n = 350,000); in the data active = inhibition above about 10%
Y pestis TopoI – Yersinia pestis topoisomerase I inhibitors, primary screen, biochemical, cleavage product accumulation, plate reader, single point | Y. pestis Topo-I cleavage product accumulation | activity, % at 10 µM | actives 0.064% (n = 360,000) | AID 504884, 2011; in the data active = activity above about 50%, passing the limit was not always enough; inconclusive = no clear call, values can overlap the other calls; note: inactives centre near 2
BoNT A protease – BoNT/A light chain protease inhibitors, primary screen, biochemical, flow cytometry, MLPCN library; multiplex microsphere protease substrate cleavage; inhibition, % at 10 µM; actives 0.17% (n = 360,000); note: plate controls were buffer without enzyme for full effect and enzyme alone for no effect
CCHF vOTU inh – CCHFV vOTU protease inhibitors, primary screen, biochemical, Pep-AMC substrate, fluorescence | AID 651958, 2012 | inhibition, % at 11.5 µM | actives 0.55% (n = 370,000) | Crimean-Congo hemorrhagic fever virus L polyprotein viral ovarian tumor (vOTU) protease …; in the data active = inhibition above about 30%; note: 0% = vehicle wells with enzyme and 100% = no enzyme wells
PrPC surface inh – inhibitors of human cell surface prion protein PrPC, primary screen, cell-based, TR-FRET. TR-FRET read-out. inhibition, % at 13.8 µM. actives 0.43% (n = 370,000); in the data active = inhibition above about 24%; note: 0% = median of the test wells and 100% = reference compound wells
FadD28 binding – inhibitors of FadD28 bisubstrate probe binding, primary screen, biochemical, fluorescence polarization, single point; actives 0.22% (n = 360,000); inhibition, % at 12.5 µM; in the data active = inhibition above about 8.5%, passing the limit was not always enough; inconclusive = no clear call, values can overlap the other calls
Anthrax LF inh2 – Bacillus anthracis LF protease inhibitors, primary screen, biochemical, multiplex microsphere, MLPCN library. actives 0.12% (n = 360,000). Lethal factor (Bacillus anthracis), P15917. multiplex microsphere protease cleavage assay. inhibition, % at 10 µM; note: plate controls were buffer without enzyme for full effect and enzyme alone for no effect
Target sequence (P15917 whole entry, looked up): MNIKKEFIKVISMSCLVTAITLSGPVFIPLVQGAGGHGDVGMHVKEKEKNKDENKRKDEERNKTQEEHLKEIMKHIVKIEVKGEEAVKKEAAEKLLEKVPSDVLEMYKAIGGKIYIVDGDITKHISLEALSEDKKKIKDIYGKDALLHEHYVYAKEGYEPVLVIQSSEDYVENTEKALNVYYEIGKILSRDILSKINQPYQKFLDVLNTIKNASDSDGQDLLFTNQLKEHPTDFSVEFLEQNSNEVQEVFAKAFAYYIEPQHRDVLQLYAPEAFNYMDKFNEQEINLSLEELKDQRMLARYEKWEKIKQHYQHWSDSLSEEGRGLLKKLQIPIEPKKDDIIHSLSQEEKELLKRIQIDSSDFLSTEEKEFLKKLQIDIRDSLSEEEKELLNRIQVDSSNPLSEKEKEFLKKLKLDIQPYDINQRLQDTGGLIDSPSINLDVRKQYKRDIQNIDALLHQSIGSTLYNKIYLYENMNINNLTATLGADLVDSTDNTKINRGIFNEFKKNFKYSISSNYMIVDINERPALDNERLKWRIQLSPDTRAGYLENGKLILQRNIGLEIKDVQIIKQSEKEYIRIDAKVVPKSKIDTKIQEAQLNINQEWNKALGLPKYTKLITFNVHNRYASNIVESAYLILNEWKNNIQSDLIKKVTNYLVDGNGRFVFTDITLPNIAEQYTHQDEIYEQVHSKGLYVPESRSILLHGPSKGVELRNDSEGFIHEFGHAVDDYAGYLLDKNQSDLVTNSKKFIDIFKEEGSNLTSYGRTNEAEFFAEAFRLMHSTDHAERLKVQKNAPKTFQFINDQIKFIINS
* marks the source's active call; other numbers are inactive results; u = inconclusive; x = not tested or not shown. Cut-off read from the data, not from the text of the source, unless noted: active = inhibition above about 30%; inconclusive = no clear call, values can overlap the other calls; inactive = below that.

structure	PfHsp40 yeast	BoNT-F LC inh	TcdB inh	Y pestis TopoI	BoNT A protease	CCHF vOTU inh	PrPC surface inh	FadD28 binding	Anthrax LF inh2
O=C(CNC(=O)N1CC(=O)Nc2ccccc21)NCCc1cccc(F)c1	0.0	4.8	0.7	2.8	1.0	7.7	-4.8	-2.7	-4.6
Cc1ccc2nc(NCCO)nc(-c3ccccc3)c2c1	-0.2	-0.3	x	1.6	1.1	-62.5	-7.3	-1.0	1.4
CCOc1ccc2[nH]c(=O)c(CN(CCO)C3(c4nnnn4C4CCCCC4)CCCCC3)cc2c1	-0.8	10.2	x	9.7	7.5	7.0	1.9	-2.4	7.9
O=C(O)c1ccc2c(=O)n3c(nc2c1)/C(=C/c1cccc(Cl)c1Cl)CC3	0.8	u	1.5	14.1	-4.7	-7.9	-8.4	-21.4	14.7
COC(=O)c1[nH]c2c(c1C)C(=O)CC(c1cccs1)C2 (configuration not stated)	-0.8	-3.2	x	-8.6	0.0	13.2	12.7	-0.5	-1.1
COC(=O)CN1C(=O)[C@H]2[C@@H](c3ccc(C)o3)N3C(=O)CN(Cc4ccccn4)C(=O)[C@@]3(C)[C@H]2C1=O	0.8	-7.3	1.6	-2.9	-0.8	5.8	-1.4	-1.4	-2.3
Cc1ccc(C(=O)c2c3ccccc3[n+]([O-])n2[C@@H](C)C(N)=O)cc1	-1.0	-1.8	0.4	-5.2	0.5	17.2	-4.3	-1.9	4.0
CCCN(CCC)CCCNC(=O)CS(=O)Cc1nc(-c2ccc(OC)c(OC)c2)oc1C (configuration not stated)	-1.0	30.5	x	1.6	u	-2.3	-0.2	0.1	-14.3
Cc1cc(NC(=O)COC(=O)CNS(=O)(=O)c2ccc(C)c(C)c2)no1	-0.7	-9.9	0.3	-0.6	-1.9	-0.5	1.9	0.5	-6.1
CCOc1cc(-c2noc(-c3cccnc3)n2)ccc1OC	1.6	-4.7	x	-1.1	0.5	-1.0	3.7	-2.9	-3.8
O=C(N/N=C\CCc1ccccc1)c1ccco1	0.6	-0.3	x	-3.3	0.1	7.2	-3.1	-1.9	-1.8
O=C(N/N=C/c1cccc(O)c1)c1cc(-c2ccc3c(c2)OCO3)n[nH]1	0.1	-1.1	-0.9	2.3	-0.3	9.2	5.3	-1.2	-0.6
O=c1cc(-c2nn[nH]n2)[nH]c(=O)[nH]1	-1.0	-6.5	0.1	-0.1	0.5	-3.6	5.0	-1.3	4.8
Cc1csc(CN(C)C(=O)C2CCC(=O)N(CCCc3ccccc3)C2)n1 (configuration not stated)	-0.4	-7.9	1.9	-5.0	-1.6	2.5	-0.1	-3.2	0.4
COc1ccc(N(C(=O)CNC(=O)c2ccco2)C(C(=O)NCC2CCCO2)c2ccc(OC)c(OC)c2)cc1 (configuration not stated)	-0.6	9.4	2.3	-10.1	2.8	0.3	2.8	1.3	4.6
c1ccc(N2CCN(C3CC4CCC3C4)CC2)cc1 (configuration not stated)	0.5	u	0.9	0.7	u	-11.4	3.1	-1.0	-0.5
Cc1ccc(N(C(C)C(=O)N2CCC(C)CC2)S(C)(=O)=O)cc1C (configuration not stated)	0.1	3.7	1.4	0.7	1.0	-1.5	5.8	-0.5	-2.1
Cn1c(N)c(C(=O)COC(=O)C2(c3cccc(F)c3)CCCC2)c(=O)n(C)c1=O	-0.3	1.5	x	8.9	-0.5	-8.6	7.5	-7.7	-0.8
COc1ccc(/C=C2/N=C3CCCCCN3C2=O)cc1OC	-0.8	1.8	x	5.2	2.6	17.1	1.4	0.5	-5.6
CC(=O)Nc1ccc(NC(=O)CSc2nc(N)c(NC(=O)c3ccco3)c(=O)[nH]2)cc1	-0.1	-4.5	-3.4	2.3	-0.3	16.8	-6.5	0.1	-4.6

Full records as entered above:
c1ccc(N2CCN(C3CC4CCC3C4)CC2)cc1 (configuration not stated) is listed with PfHsp40 yeast = 0.5; BoNT-F LC inh = u; TcdB inh = 0.9; Y pestis TopoI = 0.7; BoNT A protease = u; CCHF vOTU inh = -11.4; PrPC surface inh = 3.1; FadD28 binding = -1.0; Anthrax LF inh2 = -0.5
COc1ccc(N(C(=O)CNC(=O)c2ccco2)C(C(=O)NCC2CCCO2)c2ccc(OC)c(OC)c2)cc1 (configuration not stated) is listed with PfHsp40 yeast = -0.6; BoNT-F LC inh = 9.4; TcdB inh = 2.3; Y pestis TopoI = -10.1; BoNT A protease = 2.8; CCHF vOTU inh = 0.3; PrPC surface inh = 2.8; FadD28 binding = 1.3; Anthrax LF inh2 = 4.6
CCOc1cc(-c2noc(-c3cccnc3)n2)ccc1OC is listed with PfHsp40 yeast = 1.6; BoNT-F LC inh = -4.7; TcdB inh = x; Y pestis TopoI = -1.1; BoNT A protease = 0.5; CCHF vOTU inh = -1.0; PrPC surface inh = 3.7; FadD28 binding = -2.9; Anthrax LF inh2 = -3.8

Molecules shown so far that contain fluorine, in the order listed:
structure	PfHsp40 yeast	BoNT-F LC inh	TcdB inh	Y pestis TopoI	BoNT A protease	CCHF vOTU inh	PrPC surface inh	FadD28 binding	Anthrax LF inh2
O=C(CNC(=O)N1CC(=O)Nc2ccccc21)NCCc1cccc(F)c1	0.0	4.8	0.7	2.8	1.0	7.7	-4.8	-2.7	-4.6
Cn1c(N)c(C(=O)COC(=O)C2(c3cccc(F)c3)CCCC2)c(=O)n(C)c1=O	-0.3	1.5	x	8.9	-0.5	-8.6	7.5	-7.7	-0.8

(listing goes on)
structure	PfHsp40 yeast	BoNT-F LC inh	TcdB inh	Y pestis TopoI	BoNT A protease	CCHF vOTU inh	PrPC surface inh	FadD28 binding	Anthrax LF inh2
O=S(=O)(NC1CCCc2ccccc21)c1cnc[nH]1 (configuration not stated)	0.0	x	x	-0.8	x	8.5	3.7	-2.5	x
CC(C)(C)c1ccc(C(=O)Nc2nnc(SCC(=O)NCC3CCCO3)s2)cc1 (configuration not stated)	0.5	-2.4	-0.3	6.4	3.1	19.2	0.9	-2.6	-6.5
O=C(Nc1ccccc1)Nc1ccc(Cl)nc1Cl	2.0	u	2.1	-2.6	5.1	-39.5	17.2	-3.8	-2.7
CCc1c(C(=O)NC2CCCC2)csc1C	-2.5	2.9	x	4.8	0.6	-0.5	-1.4	-2.0	-1.1
CC(Sc1nnnn1-c1ccc(O)cc1)c1nc2ccccc2c(=O)[nH]1 (configuration not stated)	-0.7	-4.2	1.2	5.6	0.3	-7.4	9.2	-0.9	0.1
Cc1ccc(S(=O)(=O)/C=C/c2ccccc2)cc1	1.4	-0.3	0.8	6.3	0.5	8.3	-1.7	-1.8	-2.0
O=C(NC(Cc1ccccc1)c1nc2ccccc2[nH]1)c1ccc(Cl)c([N+](=O)[O-])c1 (configuration not stated)	0.0	-10.3	1.2	-10.7	-0.2	23.9	-20.4	-6.3	-0.4
O=C(CSc1nnc2n(C3CCCC3)c(=O)c3ccccc3n12)N1CCCCCC1	-0.7	-1.5	x	10.2	0.1	2.2	5.4	-2.7	-3.4
C[C@@H]1CCCCCCCCC(=O)OCCN(C(=O)OC(C)(C)C)[C@H](C)CCCCCCCCC(=O)OCCN(C(=O)OC(C)(C)C)[C@H](C)CCCCCCCCC(=O)OCCN(C(=O)OC(C)(C)C)[C@H](C)CCCCCCCCC(=O)OCCN1C(=O)OC(C)(C)C	-0.4	4.8	1.6	-8.6	0.0	5.4	4.2	-2.4	4.0
CCN1CCN(c2ncnc3c2nnn3Cc2ccccc2)CC1	1.9	0.7	x	12.8	0.8	-0.3	-1.8	-0.4	-1.6
CCN1CCCC1CNC(=O)COc1cc(=O)n(C)c2ccccc12 (configuration not stated)	1.5	0.5	x	-0.9	0.6	-2.1	-2.8	1.8	0.2
CCN(CC)c1ccc(C=Nc2ccc(OC)c(S(=O)(=O)N3CCOCC3)c2)c(O)c1	-0.7	-6.7	0.0	6.6	5.1	9.0	-3.9	-2.5	7.5
Cc1ccc(C)c(C(=O)Cn2ncc(Cl)c(Cl)c2=O)c1	0.1	-1.1	x	-8.5	-0.1	-3.2	-8.1	-1.7	0.0
CCOc1ccc(-c2cc(C(=O)NCCCn3ccnc3)c3ccccc3n2)cc1	-1.4	-1.4	1.0	7.0	-0.6	-46.2	-5.8	-6.7	-3.5
CC(C)C(NC(=O)C12CC3CC(CC(C3)C1)C2)C(=O)N/N=C/C1=C(N2CCOCC2)C(=C\c2ccc([N+](=O)[O-])cc2)/CC1 (configuration not stated)	0.8	-2.5	-0.9	4.1	3.8	1.1	-3.9	-0.5	0.2
CCc1nnc(NC(=O)C2CCN(c3ncnc4sc(C)c(C)c34)CC2)s1	2.8	3.9	2.3	-3.5	-0.2	11.5	4.7	-5.3	3.3
CN(CC(=O)Nc1c(Cl)cccc1Cl)C(=O)c1ccc2ccccc2n1	-0.5	x	2.7	1.6	x	8.0	4.0	-1.8	x
Cc1cccc(NC(=O)c2cc(-c3cc(C)c(C)cc3O)n[nH]2)c1	-1.5	5.8	0.0	8.3	1.2	1.3	-6.0	-1.1	0.8
Cc1cc(C(=O)OCC(=O)Nc2c(Cl)cccc2C(F)(F)F)c(C)o1	1.7	3.9	0.2	2.5	-2.3	-2.6	-0.6	-3.7	0.3
Cc1cccc(C(=O)OCc2cc3ccccc3[nH]c2=O)c1	1.6	x	x	31.8	x	14.9	-2.6	-2.1	x
C/C(CC(=O)Nc1ccc(Cl)cc1Cl)=N\NC(=O)C(=O)N1CCCC1	-0.7	-0.7	-1.1	5.5	0.1	-15.4	-3.5	-1.6	-3.9
CCOc1ccc(S(=O)(=O)NCCC(=O)N(CC)CC(=O)Nc2c(F)cccc2F)cc1	-0.5	12.4	1.6	1.7	5.8	-9.7	-4.6	0.3	-1.0
CCOc1ccc(/C=C(\C(=O)O)c2ccc(S(=O)(=O)N3CCOCC3)s2)cc1OC	0.7	-3.4	x	8.8	-0.2	7.2	-10.2	0.4	0.6
COc1cc(OC)c(OC)cc1/C=C1\Oc2cc(OCC(=O)N3Cc4ccccc4C[C@H]3C(=O)O)ccc2C1=O	0.9	-1.6	x	-3.0	0.1	x	x	11.8*	-5.5
O=C(O)c1ccccc1Cc1ccc2c(c1)CCCC2	-1.3	-4.2	1.7	-5.0	0.1	-3.5	3.9	x	0.0
N#CC1c2ccccc2-n2nncc2CN1S(=O)(=O)c1ccccc1 (configuration not stated)	-1.2	-7.0	-0.7	-2.1	-0.3	19.6	3.4	-1.9	-0.5
CC(C)C(=O)N1CCC1(C)C(=O)NCc1ccc(F)cc1Cl (configuration not stated)	x	8.2	-0.1	4.8	-0.2	-11.2	4.0	-4.5	-3.0
CCN(Cc1ccccc1)C1CCN(Cc2ccccc2)CC1	0.9	u	x	-6.0	u	x	x	-0.1	1.9
COc1ccc(-c2cccc(C3CC=CC4C3C(=O)N(Cc3ccccc3)C4c3ccc(C(F)(F)F)cc3)c2)cc1 (configuration not stated)	-0.4	6.0	-1.3	-3.4	-0.5	0.9	-5.3	-2.3	5.1
CCOc1ccccc1OCCOc1ccccc1CC	-1.4	5.7	x	28.5	0.8	10.0	4.3	-0.3	-3.8
c1ccc(C2CC2)c(OCC2=NCCN2)c1	-2.2	5.1	1.1	-5.6	-0.5	-2.5	5.0	-0.8	-2.2
CN(c1ccccc1)S(=O)(=O)c1cccc(NC(=O)CN2CCc3ccccc3C2)c1	-2.2	-1.9	-0.7	26.7	-0.9	-4.0	-0.7	-3.4	-1.8
Cc1ccc(S(=O)(=O)NC2CCCCCC2)cc1	1.1	1.0	2.9	10.2	0.1	3.5	7.0	-4.6	-6.5
Cc1cc(C(=O)CSc2cccc[n+]2[O-])c(C)n1-c1ccc(OC(F)F)cc1	-0.2	-5.4	1.1	2.2	-0.2	-6.6	3.6	-5.3	-0.5
CCC(=O)Oc1ccc(-c2cnc3ccccc3n2)cc1	-0.3	3.4	0.7	-13.7	1.4	4.9	-22.9	-1.4	-2.8
